# Screening results deposited in PubChem BioAssay by several laboratories.
# CRFBP-R2 agonist – agonists of CRF-BP/CRF-R2 complex, primary screen, cell-based, HEK293, calcium dye fluorescence, uHTS; calcium dye fluorescence (FLIPR); percent of saturating CRF peptide response; activation, % at 13.2 µM; 350,000 tested, 0.46% active; AID 588473, 2011;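 active = activation of at least 50%, plus an integration ratio under a set limit after plate pattern correction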;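 also: plate controls were neutral control wells without compound for no effect and CRF at EC100 for full effect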
# CHRM4 antagonist – human M4 muscarinic receptor antagonists, primary screen, CHO cells, Fluo-8 calcium fluorescence; CHO-hM4 cells, ACh EC80; 360,000 tested, 0.73% active; inhibition, % at 3 µM; AID 624125, 2012;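 active = inhibition above its plate's cutoff, the mean inhibition of sample wells plus 3 SD, cut at about 27% in these data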;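 also: 0% = acetylcholine EC80 with DMSO and 100% = DMSO without agonist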
# Target sequence (P08173 whole entry, looked up): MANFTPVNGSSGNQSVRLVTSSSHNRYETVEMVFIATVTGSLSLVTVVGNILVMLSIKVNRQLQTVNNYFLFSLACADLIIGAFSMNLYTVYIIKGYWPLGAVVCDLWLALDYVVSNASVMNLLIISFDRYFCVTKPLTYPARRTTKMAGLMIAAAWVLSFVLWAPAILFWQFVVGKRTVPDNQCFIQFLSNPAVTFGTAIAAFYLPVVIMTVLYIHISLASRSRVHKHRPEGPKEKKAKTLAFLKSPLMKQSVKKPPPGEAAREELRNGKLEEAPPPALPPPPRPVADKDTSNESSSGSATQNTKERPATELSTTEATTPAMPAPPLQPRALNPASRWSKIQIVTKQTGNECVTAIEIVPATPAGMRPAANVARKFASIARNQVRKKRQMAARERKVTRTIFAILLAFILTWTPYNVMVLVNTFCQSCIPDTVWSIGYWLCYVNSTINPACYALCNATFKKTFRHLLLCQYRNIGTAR
# M5 ag – human M5 muscarinic receptor agonists, primary screen, CHO-K1 cells, Fluo-8 calcium fluorescence | Muscarinic acetylcholine receptor M5 (Homo sapiens), P08912 | CHO-K1 hM5 cells; 0% DMSO wells, 100% maximal acetylcholine response | activation, % at 3 µM | 360,000 tested, 0.19% active | AID 624037, 2012;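 active = activation above the run's mean over test compounds plus 3 SD, cut at about 23% in these data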;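 also: signal is peak over basal fluorescence ratio across the kinetic read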
# CHRM5 antagonist – human M5 muscarinic receptor antagonists, primary screen, CHO cells, Fluo-8 calcium fluorescence | Muscarinic acetylcholine receptor M5 (Homo sapiens), P08912 | CHO-hM5 cells, ACh EC80 | inhibition, % at 3 µM | 360,000 tested, 0.59% active;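 active = inhibition above a per-plate cutoff, the mean of that plate's test compounds plus 3 SD, cut at about 27% in these data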;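 also: 0% = acetylcholine EC80 with DMSO and 100% = DMSO without agonist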
# CHRM5 PAM – human M5 muscarinic receptor positive allosteric modulators, primary screen, CHO-K1 cells, Fluo-8 calcium fluorescence; Muscarinic acetylcholine receptor M5 (Homo sapiens), P08912; CHO-K1 hM5, ACh EC20 PAM; 0% = ACh EC20, 100% = ACh EC100; activation, % at 3 µM; 360,000 tested, 0.3% active;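 active = activation above the run cutoff, the mean activation of all test compounds plus 3 SD, cut at about 18% in these data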
#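 system = human M5 receptor in CHO-K1 cells | compound = one concentration, 3 µM final (nominal) | schedule = Post-acetylcholine fluorescence recording 140 s | signal = Fluo-8 calcium dye fluorescence, kinetic read | benchmarks = low control EC20 acetylcholine (0%), high control EC100 acetylcholine (100%) | repeats = singlicate, one well per test compound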
# CHRM4 agonist – human M4 muscarinic receptor agonists, primary screen, CHO-K1 cells, Fluo-8 calcium fluorescence. Muscarinic acetylcholine receptor M4 (Homo sapiens), P08173. CHO-K1 hM4/Gqi5; vehicle 0%, full acetylcholine response 100%. activation, % at 3 µM. 360,000 tested, 0.14% active;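 active = activation above the run mean over all test wells plus 3 SD, cut at about 32% in these data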;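 also: peak over basal fluorescence ratio per well then scaled between controls; 0% = DMSO wells and 100% = acetylcholine at EC100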
# M1 PAM – human M1 muscarinic receptor positive allosteric modulators, primary screen, CHO-K1 cells, Fluo-8 calcium fluorescence, 1536-well; Muscarinic acetylcholine receptor M1 (Homo sapiens), P11229; CHO-K1 hM1, ACh EC20; 0% = ACh EC20, 100% = maximal ACh; activation, % at 3 µM; 360,000 tested, 0.088% active; AID 588819, 2011; in the data active = activation above about 19%, passing the limit was not always enough
# Target sequence (P11229 whole entry, looked up): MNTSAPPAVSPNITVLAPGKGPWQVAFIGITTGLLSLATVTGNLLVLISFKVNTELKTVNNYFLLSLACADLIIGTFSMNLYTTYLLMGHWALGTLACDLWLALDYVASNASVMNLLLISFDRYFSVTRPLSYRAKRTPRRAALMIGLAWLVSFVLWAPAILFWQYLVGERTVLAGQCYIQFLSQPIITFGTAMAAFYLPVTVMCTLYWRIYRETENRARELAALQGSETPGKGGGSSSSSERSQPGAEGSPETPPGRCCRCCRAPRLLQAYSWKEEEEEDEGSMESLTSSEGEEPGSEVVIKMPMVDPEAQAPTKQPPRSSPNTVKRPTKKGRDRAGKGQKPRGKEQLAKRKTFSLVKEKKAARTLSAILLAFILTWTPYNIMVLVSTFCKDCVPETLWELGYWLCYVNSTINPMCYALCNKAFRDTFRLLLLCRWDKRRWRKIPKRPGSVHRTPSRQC
# CHRM4 PAM – human M4 muscarinic receptor positive allosteric modulators, primary screen, CHO-K1 cells, Fluo-8 calcium fluorescence; 360,000 tested, 0.4% active; activation, % at 3 µM; CHO-K1 hM4/Gqi5, ACh EC20; 0% = ACh EC20, 100% = maximal ACh; AID 624126, 2012; Muscarinic acetylcholine receptor M4 (Homo sapiens), P08173;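 active = activation above its plate's cutoff, the mean activation of sample wells plus 3 SD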; also: some results filed as inactive read as strong as hits
# CRFR2-BP antag – antagonists of CRF-BP/CRF-R2 complex, primary screen, cell-based, HEK293, calcium dye fluorescence, uHTS | AID 588475, 2011 | 350,000 tested, 0.59% active | inhibition, % at 11.8 µM | CRF-induced calcium fluorescence;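 active = inhibition of the ligand-induced calcium signal above about 50% at the single tested concentration, limit read from the data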
# * marks the source's active call; other numbers are inactive results; . = not tested or not shown.
entry	SMILES	CRFBP-R2 agonist	CHRM4 antagonist	M5 ag	CHRM5 antagonist	CHRM5 PAM	CHRM4 agonist	M1 PAM	CHRM4 PAM	CRFR2-BP antag
1	COc1ccc(/C=C/C(=O)O)cc1S(=O)(=O)N1CCC(Cc2ccccc2)CC1	-0.7	0	4	4	4	1	1	0	6
2	O=C(CN1CCN(Cc2ccccc2)CC1)Nc1ccc(Br)cc1	0.1	6	-6	14	-2	2	-12	-1	-1
3	O=S(=O)(c1ccc(NCCOc2ccccc2)nc1)N1CCCC1	-0.9	10	0	9	-9	2	-6	-1	9
4	Cc1cc(C)n(NC(=S)NC2CCCC2)c(=O)c1C#N	0.1	-1	-1	6	-3	1	3	-17	6
5	COc1ccc2nc(SCC(=O)N3CCN(c4ccc(F)cc4)CC3)c(C#N)cc2c1	0.7	0	-2	-3	-6	1	-1	-6	6
6	COc1ccc(-c2cc(-c3ccccc3)nc(=O)[nH]2)cc1	1.2	12	2	6	0	1	4	-5	8
7	Cc1ccc2nc(NC(=O)CN3CCOCC3)sc2c1	-0.2	2	0	-8	6	1	-1	-3	-18
8	COc1ccc(OC)c(NC(=O)CCN2C(=O)c3cccc([N+](=O)[O-])c3C2=O)c1	0.3	-6	0	5	1	1	8	2	20
9	CCOC(=O)C1CCN(C(=O)c2cccc(NC3=NC4CS(=O)(=O)CC4S3)c2)CC1 (configuration not stated)	1.4	11	1	2	3	0	6	-1	-74
10	CCOc1ccc(C(=O)CCNC(Cc2cnc[nH]2)C(=O)O)cc1 (configuration not stated)	0.4	-6	0	2	2	1	6	6	-4
11	O=C(COC(=O)C1COc2ccccc2O1)NC1CCCCC1 (configuration not stated)	-0.9	2	1	-2	-3	1	6	7	-5
12	Cc1ccccc1OCCN1CCC(Cc2ccccc2)CC1	1.3	8	-15	5	-5	6	-11	-23	-10
13	Cc1cc(C)cc(NC(=O)COC(=O)CN=C2NS(=O)(=O)c3ccccc32)c1	2.8	1	-1	-2	-9	2	6	-1	-8
14	COC(=O)c1ccccc1NS(=O)(=O)c1ccc2[nH]c(=O)[nH]c2c1	-3.0	0	-1	-5	5	1	15	6	18
15	COc1cc(NS(=O)(=O)c2ccc(NC(=S)NC(=O)COc3ccccc3OC)cc2)nc(OC)n1	-0.6	2	-4	3	0	1	10	-2	14
16	COC(=O)c1cc(=O)n(-c2c(Cl)cc(C(F)(F)F)cc2Cl)[nH]1	0.4	4	-1	5	0	-1	5	-6	1
17	O=S1(=O)N[C@@H](CC2CCCCC2)COc2cc(Br)ccc21	0.5	-1	-2	-6	-7	2	-9	-10	-19
18	CCOC(=O)C(CC)Sc1nnc2n1C(C)(C)Cc1ccccc1-2 (configuration not stated)	-0.6	-1	-1	4	-5	1	9	9	11
19	COC(=O)Cc1c(C)c2ccc(OCC(=O)NC3CCS(=O)(=O)C3)cc2oc1=O (configuration not stated)	-1.1	-2	-4	5	-4	0	-3	7	-14
20	Cc1ccccc1S(=O)(=O)NC1OC(=O)C(Oc2ccccc2)=C1Br (configuration not stated)	-0.3	-8	1	7	5	2	12	2	1
21	O=C(CCN1C(=O)C2CC=C(Cl)CC2C1=O)NC1CCCCC1 (configuration not stated)	3.3	3	3	0	-1	2	5	9	-5
22	Cc1ccc(-n2nccc2-c2nn(-c3cccc(C(F)(F)F)c3)c(=O)n(C)c2=O)cc1	9.2	-2	-2	6	1	1	10	10	-63
23	CC(NC(=O)c1ccnn1C)C1CCCO1 (configuration not stated)	-2.7	7	0	2	-2	1	-9	-9	20
24	COc1ccc(OC)c(S(=O)(=O)NCc2cn3cccc(C)c3n2)c1	-1.2	-1	1	-5	0	0	-4	-5	15
25	CC(C)c1cccc(C(C)C)c1NC(=O)COC(=O)C1=COCCO1	-1.6	4	-2	13	1	0	4	-2	2

# From compound 10 up to 21, as listed above:
entry	SMILES	CRFBP-R2 agonist	CHRM4 antagonist	M5 ag	CHRM5 antagonist	CHRM5 PAM	CHRM4 agonist	M1 PAM	CHRM4 PAM	CRFR2-BP antag
10	CCOc1ccc(C(=O)CCNC(Cc2cnc[nH]2)C(=O)O)cc1 (configuration not stated)	0.4	-6	0	2	2	1	6	6	-4
11	O=C(COC(=O)C1COc2ccccc2O1)NC1CCCCC1 (configuration not stated)	-0.9	2	1	-2	-3	1	6	7	-5
12	Cc1ccccc1OCCN1CCC(Cc2ccccc2)CC1	1.3	8	-15	5	-5	6	-11	-23	-10
13	Cc1cc(C)cc(NC(=O)COC(=O)CN=C2NS(=O)(=O)c3ccccc32)c1	2.8	1	-1	-2	-9	2	6	-1	-8
14	COC(=O)c1ccccc1NS(=O)(=O)c1ccc2[nH]c(=O)[nH]c2c1	-3.0	0	-1	-5	5	1	15	6	18
15	COc1cc(NS(=O)(=O)c2ccc(NC(=S)NC(=O)COc3ccccc3OC)cc2)nc(OC)n1	-0.6	2	-4	3	0	1	10	-2	14
16	COC(=O)c1cc(=O)n(-c2c(Cl)cc(C(F)(F)F)cc2Cl)[nH]1	0.4	4	-1	5	0	-1	5	-6	1
17	O=S1(=O)N[C@@H](CC2CCCCC2)COc2cc(Br)ccc21	0.5	-1	-2	-6	-7	2	-9	-10	-19
18	CCOC(=O)C(CC)Sc1nnc2n1C(C)(C)Cc1ccccc1-2 (configuration not stated)	-0.6	-1	-1	4	-5	1	9	9	11
19	COC(=O)Cc1c(C)c2ccc(OCC(=O)NC3CCS(=O)(=O)C3)cc2oc1=O (configuration not stated)	-1.1	-2	-4	5	-4	0	-3	7	-14
20	Cc1ccccc1S(=O)(=O)NC1OC(=O)C(Oc2ccccc2)=C1Br (configuration not stated)	-0.3	-8	1	7	5	2	12	2	1
21	O=C(CCN1C(=O)C2CC=C(Cl)CC2C1=O)NC1CCCCC1 (configuration not stated)	3.3	3	3	0	-1	2	5	9	-5

# More results follow.
entry	SMILES	CRFBP-R2 agonist	CHRM4 antagonist	M5 ag	CHRM5 antagonist	CHRM5 PAM	CHRM4 agonist	M1 PAM	CHRM4 PAM	CRFR2-BP antag
26	Cc1nccn1-c1ccc(C=O)cc1	-1.2	4	-5	-11	2	1	10	-2	-3
27	CCc1c(C)c(C#N)c2nc3ccccc3n2c1Nc1c(C)n(C)n(-c2ccccc2)c1=O	1.3	-1	0	2	-1	0	7	6	-11
28	O=c1c2ccccc2cnn1Cc1cccc(Br)c1	-0.5	5	-1	7	0	0	9	6	-15
29	Cc1ccc(C(=O)NNC(=O)c2ccc3ccccc3c2O)cc1	-0.6	12	0	-1	7	1	6	-1	9
30	CC1CCCN(S(=O)(=O)c2cc(Cl)ccc2Cl)C1 (configuration not stated)	1.6	4	-9	1	-5	-3	4	-5	15
31	CCOc1ccccc1NC(=O)Cn1c(=O)oc2cc(Cl)ccc21	-2.1	-14	-3	14	-7	10	5	4	1
32	O=C(CSc1nc2ccccc2o1)Nc1ccc(N2CCOCC2)c(Cl)c1	2.2	16	7	28*	-14	13	-8	-7	-12
33	CCN(CC)CCSc1nc2c([nH]1)c(=S)n(C)c(=O)n2C	-2.3	5	0	9	3	2	-4	4	8
34	CN(Cc1cccc2cnccc12)C(=O)CCc1nnc(CCc2ccccc2)o1	-2.0	-12	-1	2	-4	6	0	-1	14
35	CC1CN(C(=O)COc2ccc3ccccc3c2)CC(C)O1 (configuration not stated)	0.0	-4	6	-1	-1	2	2	1	-3
36	COc1ccc(N2CCN(C(=O)CSc3nnc4n3C(C)(C)Cc3ccccc3-4)CC2)cc1	1.0	4	-1	2	-2	0	6	4	-2
37	O=C(OCC(=O)N1CCN(C(=O)c2ccco2)CC1)c1cc(F)c(F)cc1Cl	0.7	-4	2	12	-8	2	6	0	8
38	CN(c1ccc(C(=O)Nc2ccccc2C(F)(F)F)cc1)S(C)(=O)=O	1.7	-3	-2	-2	-2	2	7	5	-6
39	O=C(N/N=C/c1cccs1)c1ccc(NC(=O)c2ccccc2Cl)cc1	1.6	3	-1	8	-10	6	0	-6	0
40	O=[N+]([O-])c1ccc(Oc2ncccn2)cc1	-0.7	3	-5	11	-10	1	11	-4	0
41	Clc1ncnc2scc(-c3ccc(Br)cc3)c12	-0.8	-11	-2	-2	-7	-2	-2	-7	10
42	Cc1ccc(-c2onc3ccc(C(=O)/C=C/N(C)C)cc23)cc1	-1.9	-5	-1	4	3	1	10	3	4
43	Cc1nc(N2CCCC2C(=O)O)c2oc3ccccc3c2n1 (configuration not stated)	-0.9	-4	-3	7	-9	0	8	0	2
44	COc1cc(C2C(C(=O)c3ccc(C)o3)=C(O)C(=O)N2c2cc(C)on2)ccc1O (configuration not stated)	7.4	12	2	-1	0	0	6	9	-14
45	COc1ccc(S(=O)(=O)Nc2ccc(C)c(S(=O)(=O)N3CCOCC3)c2)cc1[N+](=O)[O-]	-0.7	1	2	0	0	3	4	2	12
46	COc1ccc(C(CCN2CCOCC2)c2c(OC)cc(OC)c3c(-c4ccccc4)cc(=O)oc23)cc1 (configuration not stated)	8.5	-4	2	8	-5	14	10	-3	-16
47	COc1ccccc1N(CC(=O)NCc1cccnc1)S(C)(=O)=O	0.4	4	3	0	-3	0	5	1	-6
48	O=C(CN1CCN(c2ccccc2)CC1)Nc1scc2c1c(=O)oc1ccccc12	0.2	5	3	0	2	0	10	-2	4
49	CCNc1nc(Oc2ccc(C(=O)OC)cc2)nc(N(C)C)n1	-1.1	4	-4	-2	-5	0	2	5	6
50	O=C(CSc1nncc2ccccc12)Nc1ccccc1	-0.3	6	-2	13	-5	2	15	-5	3
51	CSc1ccccc1C(=O)C1CCCN(C(=O)c2ccc(N3CCOCC3)cc2)C1 (configuration not stated)	-1.5	-3	5	7	-7	10	5	-2	2
52	CC(=O)N1CCN(S(=O)(=O)c2ccc(S(=O)(=O)NC3CCCCC3)cc2)CC1	0.4	-1	-1	14	-1	2	-6	-1	-12
53	CCOC(=O)N1CCN(CCC(=O)Nc2cc(C)ccc2C)CC1	0.6	9	1	2	3	2	2	-3	4
54	Nc1ncnc2c1ccn2[C@H]1CN(Cc2ccc3c(c2)OCO3)C[C@@H](COC(=O)c2ccccc2)O1	.	-4	-2	-5	-1	1	9	5	.
55	COc1ccc(-c2cc(C(F)(F)F)nc(S(=O)(=O)CCC(=O)N3CCOCC3)n2)cc1	-0.4	-15	-1	-13	7	0	11	19	3
56	CCOC(=O)CSC(=S)NC(=O)c1ccc(OC)cc1	-2.8	4	3	2	2	1	6	35*	5
57	Nc1nc(-c2ccco2)nn1C(=O)c1ccccc1	0.9	6	-1	-4	1	1	14	7	20
